High-throughput results as filed in PubChem BioAssay.
D1 antagonist: human D1 dopamine receptor antagonism; activity change, negative = inhibition, % at 10 µM; 360,000 compounds, 3.2% hits; P21728; HEK293 TREx D1 cells, calcium flux, dopamine EC80; active compounds read low; AID 504652; in the data active = activity change below about -30%; also: % is scaled to controls: 0 for no effect and ±100 for the full control effect
Target sequence (P21728 whole entry, looked up): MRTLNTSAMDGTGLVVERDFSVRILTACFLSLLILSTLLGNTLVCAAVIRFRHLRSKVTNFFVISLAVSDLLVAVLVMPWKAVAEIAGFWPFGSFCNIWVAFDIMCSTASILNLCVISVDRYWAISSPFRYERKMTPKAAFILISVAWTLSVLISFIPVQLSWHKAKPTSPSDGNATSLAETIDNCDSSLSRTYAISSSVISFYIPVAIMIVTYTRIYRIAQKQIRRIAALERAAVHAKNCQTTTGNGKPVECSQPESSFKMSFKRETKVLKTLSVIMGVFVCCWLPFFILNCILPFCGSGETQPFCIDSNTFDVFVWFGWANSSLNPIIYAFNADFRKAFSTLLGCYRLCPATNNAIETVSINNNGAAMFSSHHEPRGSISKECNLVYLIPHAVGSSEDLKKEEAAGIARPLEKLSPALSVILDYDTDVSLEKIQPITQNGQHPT
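HEK293 T-REx cells expressing inducible, force-coupled D1 receptor; no-wash Ca dye, 30–90 min RT. Cmpd → 180 s read at 1 Hz → EC80 DA → 180 s read.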
D2 antagonist: D2 dopamine receptor (human) antagonism; HEK293 TREx D2 cells, calcium flux, dopamine EC80; inhibition, % at 10 µM; 340,000 compounds, 2% hits; AID 485344; in the data active = inhibition above about 30%; also: 0% is about no effect
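Tetracycline-induced HEK293 T-REx cells expressing D2 force-coupled to calcium signalling were dye-loaded, exposed to compound for 180 s, then challenged with an EC80 of dopamine; calcium flux was followed kinetically for a further 180 s.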
D1 agonist: activates the human D1 dopamine receptor; AID 504660; activation, % at 2 µM; HEK293 T-REx D1 cells, calcium flux, agonist mode; P21728; 360,000 compounds, 1% hits; in the data active = activation above about 30%; also: 0% is about no effect
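Inducible HEK293 T-REx D1 cells, force-coupled to calcium signalling, were plated at 4000 cells/well with tetracycline and held overnight at 30 C. After no-wash calcium dye loading, compound-evoked calcium rise over 180 s flagged agonists.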
D2 PAM: D2 dopamine receptor (human) potentiation. HEK293 T-REx D2, calcium flux, EC20 dopamine potentiation. 340,000 compounds, 0.34% hits. potentiation, % at 10 µM. P14416;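 active = potentiation over 3 SD above the plate norm, cut at about 30% in these data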; also: 0% is about no effect
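Potentiation of an EC20 dopamine calcium response measured kinetically over 180 s, after a preceding 180 s compound-only read flagging agonists. Cells: inducible Hek293 Trex D2 line, 4000/well, cultured overnight at 30 C before dye loading.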
D2 agonist: D2 dopamine receptor (human) agonism; P14416; HEK293 T-REx D2 cells, calcium flux agonist mode; activation, % at 2 µM; 340,000 compounds, 0.53% hits;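 active = activation over 3 SD above normal in the single-dose calcium agonist read, cut at about 30% in these data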; also: 0% is about no effect
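Calcium-flux readout, 1 cycle/sec over 180 s following compound pin transfer, in inducible HEK293 Trex D2 cells (force-coupled); dopamine controls included. Positive calcium responses during this window marked compounds as potential agonists.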
RXFP1 antagonist: antagonists of human relaxin receptor RXFP1 | Q9HBX9 | HEK293-RXFP1, relaxin-stimulated cAMP HTRF, 30 min; active compounds read low | activity change, negative = inhibition, % at 57.5 µM | 350,000 compounds, 0.59% hits | AID 1259400;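 active = activity change of -60% or lower, but not beyond a set lower limit; inconclusive = change between -60% and -40%, or beyond the set limit; inactive = change above -40%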; also: % is scaled to controls: 0 for no effect and ±100 for the full control effect
D1 PAM: human D1 dopamine receptor positive modulation; potentiation, % at 10 µM; HEK293 TREx D1 cells, calcium flux, dopamine EC20 potentiation; P21728; 360,000 compounds, 0.036% hits; in the data active = potentiation above about 30%; also: 0% is about no effect
RXFP1 agonist: RXFP1 (human) receptor agonism | HEK293T-RXFP1 cAMP TR-FRET, 30 min; response scale: percent of porcine relaxin response, buffer zero | Potency, µM (doses to about 57.5 µM), for the others: top-dose activation, most hits filed as activators | 370,000 compounds, 0.3% hits | AID 2676; active = well fitted activation curve with a large enough effect; inconclusive = small, poorly fitted or top-dose-only effect; also: potency is read from the fitted curve at half-maximal effect; % is scaled to controls: 0 for no effect and ±100 for the full control effect; nearly all actives have a fitted effect of over 60% in size; many of its hits are not listed in these tables
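Agonist response is measured as cAMP accumulation in an RXFP1-transfected HEK293T line under PDE4 inhibition. Values are scaled between buffer-only and 29 nM porcine relaxin, and EC50s come from standard Hill equation fits.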
TRHR enhancer: allosterically enhances the human TRH receptor. enhancement, % at 2 µM. AID 493056. P34981. 360,000 compounds, 0.66% hits. TRHR cells, fluo-8 calcium fluorescence, EC20 TRH enhancement; in the data active = enhancement above about 30%; also: 0% is about no effect
Target sequence (P34981 whole entry, looked up): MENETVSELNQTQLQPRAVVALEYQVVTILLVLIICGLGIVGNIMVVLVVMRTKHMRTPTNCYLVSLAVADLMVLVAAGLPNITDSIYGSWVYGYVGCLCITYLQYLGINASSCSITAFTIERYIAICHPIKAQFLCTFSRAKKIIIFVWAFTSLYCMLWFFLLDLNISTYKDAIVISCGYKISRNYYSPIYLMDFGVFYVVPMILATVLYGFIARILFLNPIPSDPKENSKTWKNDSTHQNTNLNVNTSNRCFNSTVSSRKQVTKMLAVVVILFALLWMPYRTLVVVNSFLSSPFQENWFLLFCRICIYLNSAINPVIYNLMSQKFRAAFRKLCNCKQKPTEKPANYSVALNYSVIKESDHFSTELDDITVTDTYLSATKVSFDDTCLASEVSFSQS
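Enhancer read-out: after compound pinning and an initial kinetic agonist-mode read, an EC20 of TRH (10 nM final) was injected and fluo-8 calcium signal (Ex 480/Em 530) followed at 1 s/cycle for 100 cycles in TRHR-expressing cells.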
Starred values were filed as active, the others as inactive; ? = inconclusive; . = no result given; & = joins results of further samples; ! = a repeat was not active.

SMILES	D1 antagonist	D2 antagonist	D1 agonist	D2 PAM	D2 agonist	RXFP1 antagonist	D1 PAM	RXFP1 agonist	TRHR enhancer
COc1cc(NC(=O)c2ccc(C)c([N+](=O)[O-])c2)ccc1NC(=O)c1ccco1	16.5	-21.2	1.8	-13.6	-1.2	.	3.1	-1.2%	-7.2
Cc1ccc(C(=O)NS(=O)(=O)c2ccccc2)cc1	-4.8	-1.8	0.6	-2.1	0.2	-28.7	4.6	3.7%	0.1
CN(CCc1ccccn1)C(=S)NC(=O)c1ccco1	-20.2	-17.2	2.2	-7.3	0.4	-10.7	-2.9	1.0%	-2.5
COc1cc(OC)cc(-c2nc3ccccc3c(=O)n2OC(=O)c2ccc(C)c(C)c2)c1	1.3	-0.6	1.4	-3.2	0.0	-32.2	4.8	2.6%	-0.9
CCCNC(=O)CNC(=S)N(Cc1cc(OC)c(OC)c(OC)c1)C1CCCC1	7.9	-4.1	2.4	-3.5	0.4	.	0.8	5.9%	2.2
O=c1[nH]c2cc3c(cc2cc1CN(Cc1ccco1)C(=S)NCC1CCCO1)OCCO3 (stereo not drawn)	-15.6	1.7	3.4	1.1	0.3	2.5	0.4	1.7%	4.6
Cn1c(C(=O)NC2CCCC2)cc2c(=O)n(C)c3ccccc3c21	-22.4	2.5	-0.1	-1.7	-1.1	2.1	-0.7	2.9%	-6.3
c1ccc(-c2cn3nc4c(nc3n2)CCCC4)cc1	10.4	5.6	0.4	14.5	0.2	3.7	-5.5	8.4%	-2.0
CN(CC(=O)Nc1ccc(N2CCOCC2)cc1)CC(=O)Nc1ccc([N+](=O)[O-])cc1Br	4.6	-1.4	6.8	10.1	-0.8	17.1	-0.5	3.1%	4.2
COc1cn(CC(=O)Nc2ccc(C)cc2)c(CN2CCCCC2)cc1=O	-45.8*	.	2.9	5.1	-0.5	-6.6	-1.6	1.5%	2.4
C=C1[C@@H](C)C2[C@H](Cc3ccccc3)NC(=O)[C@]23OC(=O)CC[C@H](O)CCC[C@H](C)C/C=C/[C@H]3[C@@H]1O (stereo partly drawn)	-7.6	-16.0	1.2	3.4	-1.8	.	2.2	3.1%	-5.9
Cc1scc(CN2CCN(c3ccccc3F)CC2)c1C	-6.3	.	3.1	-26.5	.	-16.7	-5.2	1.5%	-0.3
O=C(COc1ccccc1)NNc1nc2c(F)cccc2s1	-14.4	-4.3	4.6	2.6	-0.2	-0.8	1.9	1.6%	1.9
Cc1cc(Cl)ccc1OC(C)C(=O)Nc1cnn(CCCC(=O)O)c1 (stereo not drawn)	-6.9	16.3	3.6	9.2	-0.4	8.8	-3.9	1.6%	-0.1
CSc1ccccc1NC(=O)c1cnccn1	12.6	1.6	0.3	2.1	0.2	25.7	-3.1	2.3%	-3.5
CC(C)n1nnnc1SCC(=O)NCc1ccc2c(c1)OCO2	-12.4	.	1.3	.	.	7.8	-7.2	-0.2%	1.2
C=COCCNC(=S)Nc1ccccc1	-2.0	-7.2	2.2	-4.2	0.2	4.4	-5.8	0.4%	-1.1
CCOc1ccc2oc(C(=O)Nc3cc(C)ccn3)c(C)c2c1	-1.8	4.2	3.8	4.1	-0.1	8.7	-7.9	0.3%	0.1
O=C(NCCN1CCCCC1)c1ccc(Cn2c(SCc3ccccc3)nc3cccnc32)cc1	2.6	.	5.1	3.6	-0.4	-28.9	-5.4	2.2%	13.8
COCCn1nnnc1C(c1ccc2ncccc2c1)N1CCc2ccccc21 (stereo not drawn)	-18.3	-20.1	0.7	5.8	-0.6	-12.9	-8.0	4.8%	-2.3

5 entries from above, with two lines to a compound:
Each structure is followed by: D1 antagonist, D2 antagonist, D1 agonist, D2 PAM, D2 agonist, RXFP1 antagonist, D1 PAM, RXFP1 agonist, TRHR enhancer
COc1cn(CC(=O)Nc2ccc(C)cc2)c(CN2CCCCC2)cc1=O
  -45.8*, ., 2.9, 5.1, -0.5, -6.6, -1.6, 1.5%, 2.4
C=C1[C@@H](C)C2[C@H](Cc3ccccc3)NC(=O)[C@]23OC(=O)CC[C@H](O)CCC[C@H](C)C/C=C/[C@H]3[C@@H]1O (stereo partly drawn)
  -7.6, -16.0, 1.2, 3.4, -1.8, ., 2.2, 3.1%, -5.9
Cc1scc(CN2CCN(c3ccccc3F)CC2)c1C
  -6.3, ., 3.1, -26.5, ., -16.7, -5.2, 1.5%, -0.3
CN(CC(=O)Nc1ccc(N2CCOCC2)cc1)CC(=O)Nc1ccc([N+](=O)[O-])cc1Br
  4.6, -1.4, 6.8, 10.1, -0.8, 17.1, -0.5, 3.1%, 4.2
CC(C)n1nnnc1SCC(=O)NCc1ccc2c(c1)OCO2
  -12.4, ., 1.3, ., ., 7.8, -7.2, -0.2%, 1.2

(list continues)
SMILES	D1 antagonist	D2 antagonist	D1 agonist	D2 PAM	D2 agonist	RXFP1 antagonist	D1 PAM	RXFP1 agonist	TRHR enhancer
Cc1ccc(OCCOCCn2c(-c3ccc(Cl)cc3)nc3ccccc3c2=O)cc1	-10.3	.	1.0	0.2	2.0	-10.9	-0.8	?	0.9
Cn1c(C(=O)Nc2ccc3c(c2)OCCO3)cc2c(=O)n(C)c3ccccc3c21	6.5	.	-0.1	.	.	.	-3.6	3.1%	9.5
CCOC(=O)C1CCN(C(=O)C2CCN(S(=O)(=O)c3cc(Cl)ccc3Cl)CC2)CC1	-3.5	-6.5	3.3	12.9	0.6	-11.9	-10.3	-1.0%	3.2
CC(=O)n1nc2nc(C)cc(C)c2c1N	-17.6	0.2	3.9	-2.9	-0.3	-1.8	-2.7	2.1%	3.8
COc1ccc2c(c1)C(=O)N1[C@H]3c4cc(OC)ccc4OC[C@@H]3[C@H](c3ccccc3)[C@]1(C)C(=O)N2	0.7	2.9	4.9	6.5	-0.4	.	-2.6	-0.8%	4.5
COCCCNC(=O)C1CCC(Cn2c(=O)c3sccc3n(Cc3ccc(F)cc3)c2=O)CC1 (stereo not drawn)	14.5	.	0.5	-2.4	-0.2	-1.9	-8.7	18.8%	4.4
CCSc1nnc(NC(=O)c2cnccn2)s1	-20.6	12.0	0.2	-1.5	0.1	23.6	-3.5	-0.8%	-4.7
Cc1ccc(-n2c(N)c(Br)c(=O)[nH]c2=O)cc1C	3.8	16.0	1.1	0.9	5.1	5.5	-1.9	-1.6%	5.0
CCc1ccccc1NC(=O)CN1C(=O)CCn2nc(-c3cccn3C)cc21	-9.4	.	3.9	-4.3	0.1	-0.1	-0.7	-0.5%	0.1
COC(=O)c1ccc(OC)c(OC2CCCC2)c1	5.4	0.8	2.0	-3.9	0.3	-0.8	-4.0	1.2%	-1.2
CCOc1cc(NC(=S)NCCCN(C)C)c(OCC)cc1NC(=O)c1cccs1	24.9	14.3	3.3	-6.4	0.4	6.1	-7.5	-3.5%	9.9
CCn1c(COc2cccc(C)c2C)nnc1SCC(=O)N1CCN(c2ccc(OC)cc2)CC1	-13.6	4.6	9.4	2.4	-1.0	-0.4	-8.2	0.4%	1.3
COc1cc(CN2CCc3nc(N4CCN(c5ccccc5F)CC4)ncc3C2)ccc1OC(C)C	-5.0	.	0.5	2.7	1.6	-19.5	-0.3	2.3%	-2.9
Cc1ccc(-n2nc3c(=O)n(CC(=O)NCCC4=CCCCC4)nc(C)c3c2C)cc1	-16.4	-10.4	4.8	14.1	0.2	-102.5*	-1.4	8.2%	1.2
COc1ccccc1NC(=O)c1ccc(NS(=O)(=O)c2cccc3cccnc23)cc1	-0.5	14.1	3.0	5.8	3.3	-4.9	-1.9	0.0%	-3.6
COc1ccc(NC2=C3CCCC=C3N(c3ccc(OC)cc3)C2=O)cc1	-28.3	-6.4	4.2	3.9	0.0	-9.4	-9.7	3.8%	2.4
COc1ccc(OC)c(S(=O)(=O)N2CCC(C(=O)Nc3ccc(C)c(C)c3)CC2)c1	4.0	-17.8	0.7	0.1	0.6	-0.7	-10.2	-0.1%	0.7
CCCN(CCC)C(=O)c1ccc2c(c1)N(CC)C(=O)c1ccccc1S2(=O)=O	15.0	2.9	3.4	3.5	-0.4	1.4	-5.2	-3.3%	-8.2
O=S(=O)(Nc1ccc2c(c1)CCC2)c1cccs1	-4.9	-6.1	5.4	-5.1	0.8	5.5	0.9	0.5%	-5.2
N#Cc1c(NC(=O)CSc2nc3ccccc3c(=O)n2Cc2ccco2)sc2c1CCCC2	-3.6	10.2	1.2	10.2	0.4	2.1	4.6	2.4%	8.7
C=CCSc1nnc(-c2c[nH]c3ccccc23)n1CC	-10.9	-6.0	-0.8	9.7	0.1	-1.1	9.4	2.0%	-2.7
COc1ccc(C(=O)N(C)C2CCCCC2)cc1OC1CCN(C(C)C)CC1	20.9	.	0.8	.	.	-15.3	-4.3	-0.1%	15.8
O=C(O)C1CC=CCC1C(=O)NC12CC3CC(CC(C3)C1)C2 (stereo not drawn)	0.3	-11.8	0.1	-4.9	0.3	1.6	1.8	1.3%	-0.9
Cc1ncsc1CCOC(=O)c1cccc([N+](=O)[O-])c1	-32.8*!	5.1&1.7	7.5&-0.6	1.1&-13.0	0.0&0.1	-8.2&1.2	-8.0&-1.4	1.2%&2.1%	2.1&4.2
CC(C)(/C=N/O)/[N+]([O-])=C/c1ccccc1C(F)(F)F	-5.9	-10.9	1.4	7.8	-0.3	.	-1.5	-0.6%	1.8
O=C1NCC(c2ccccc2)C1C(=O)N/N=C\c1ccc(-c2ccc(Cl)c(Cl)c2)o1 (stereo not drawn)	-11.1	-13.5	1.0	2.6	-0.4	-27.3	5.3	-2.7%	3.9
CC#CCN1c2ccccc2[C@]23C[C@@H](C(=O)OC)N(C(=O)OCC)C2=NC(C(=O)OC)=C(C(=O)OC)[C@H]13	-0.4	-3.7	1.7	-5.5	0.3	.	1.1	8.4%	-5.2
N=c1sccn1CC(=O)Nc1ccc([N+](=O)[O-])cc1Cl	-4.6	11.8	2.6	-13.9	0.0	1.2	-4.4	1.3%	-6.6
COc1cc2c(c(OCC(=O)NC(C)C)c1)C(=O)O[C@@H](C)CCCC(=O)CCCCC2	-33.1*	9.1	0.5	-3.3	0.4	2.3	-7.1	-1.2%	0.3
Cc1ccc(S(=O)(=O)CCC(=O)OCc2nnc(-c3ccccc3Br)o2)cc1	-0.2	5.1	1.4	10.6	0.0	8.5	2.0	0.4%	6.6
CCc1ccc2nc(N)sc2c1	10.7	2.1	0.3	4.6	-0.1	-1.3	3.6	0.0%	6.5
CC(=O)c1ccc(NC(=O)C(Cc2ccccc2)NS(=O)(=O)c2ccc3c(c2)CCC(=O)N3)cc1 (stereo not drawn)	-11.5	.	0.9	3.4	0.6	.	2.8	3.8%	0.6
CC(Oc1ccc2c3c(c(=O)oc2c1)CCCC3)C(=O)NCc1cccnc1 (stereo not drawn)	-1.6	-0.9	2.4	8.4	-0.7	-2.0	1.9	0.7%	6.1
C=C(C)CSc1nnc(-c2ccccc2)n1N	2.3	-8.0	0.0	21.4	-0.4	-5.8	-1.2	0.4%	-2.9

Some of the compounds tested (hit frequency here may not be typical).
